# Screens (PubChem)
# WRN helicase inh – qHTS for Inhibitors of WRN Helicase. Bifunctional 3'-5' exonuclease/ATP-dependent helicase WRN (Homo sapiens), Q14191. 360,000 tested, 0.46% active. Potency, µM (titrated, usually from 114 µM), inactives show top-dose activity change, negative = inhibition, actives largely listed as inhibitors. WRN helicase unwinding, fluorescent forked duplex, kinetic; also: potency is read from the fitted curve at half-maximal effect; % is scaled to controls: 0 for no effect and ±100 for the full control effect; nearly all actives have a fitted effect of over 55% in size
#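 Fluorescence dequenching readout, ex 525 nm/em 598 nm, kinetic mode: forked duplex DNA (100 nM final) with adjacent fluorophore and quencher unwound by WRN (20 nM final) with 2 mM ATP. Compound preincubation 15 min, room temperature.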
# EPAC1 antagonist – qHTS for Antagonist of cAMP-regulated guanine nucleotide exchange factor 3 (EPAC1): primary screen. AID 720709, 2013. 360,000 tested, 0.14% active. EPAC1 GEF assay, Rap1b-BODIPY-GDP exchange fluorescence. Potency, µM (doses to about 115 µM), for inactives: at the highest dose activity change, negative = inhibition, actives largely listed as inhibitors. Rap guanine nucleotide exchange factor 3 (Homo sapiens), O95398;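 also: potency is read from the fitted curve at half-maximal effect; plate controls were vehicle for no effect and positive control for full effect; nearly all actives have a fitted effect of over 50% in size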
# Target sequence (O95398 whole entry, looked up): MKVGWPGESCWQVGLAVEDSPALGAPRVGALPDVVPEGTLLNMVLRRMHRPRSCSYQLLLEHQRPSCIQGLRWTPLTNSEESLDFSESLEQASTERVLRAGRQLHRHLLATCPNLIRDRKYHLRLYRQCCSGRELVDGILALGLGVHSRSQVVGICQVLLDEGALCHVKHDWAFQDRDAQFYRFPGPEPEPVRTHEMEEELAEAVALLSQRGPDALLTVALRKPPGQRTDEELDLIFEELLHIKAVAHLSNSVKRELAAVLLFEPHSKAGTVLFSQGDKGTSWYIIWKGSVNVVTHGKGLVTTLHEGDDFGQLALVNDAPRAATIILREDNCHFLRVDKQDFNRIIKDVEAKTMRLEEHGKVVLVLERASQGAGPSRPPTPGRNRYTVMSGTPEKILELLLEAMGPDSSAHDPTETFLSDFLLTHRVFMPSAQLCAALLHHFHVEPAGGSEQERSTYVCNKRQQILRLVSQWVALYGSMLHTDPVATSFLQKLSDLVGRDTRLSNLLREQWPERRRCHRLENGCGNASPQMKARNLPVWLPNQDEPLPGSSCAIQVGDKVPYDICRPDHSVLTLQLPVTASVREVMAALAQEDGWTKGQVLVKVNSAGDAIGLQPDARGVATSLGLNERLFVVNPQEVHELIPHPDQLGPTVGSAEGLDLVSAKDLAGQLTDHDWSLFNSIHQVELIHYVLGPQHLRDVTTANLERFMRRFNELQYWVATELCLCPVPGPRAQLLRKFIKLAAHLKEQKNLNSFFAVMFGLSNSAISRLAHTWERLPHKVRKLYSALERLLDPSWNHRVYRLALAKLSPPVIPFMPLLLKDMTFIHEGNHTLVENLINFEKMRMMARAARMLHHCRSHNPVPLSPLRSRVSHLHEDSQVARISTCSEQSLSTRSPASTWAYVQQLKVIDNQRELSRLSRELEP
# EPAC1 ag – qHTS for Agonist of cAMP-regulated guanine nucleotide exchange factor 3 (EPAC1): primary screen. 360,000 tested, 0.073% active. AID 720707, 2013. Rap guanine nucleotide exchange factor 3 (Homo sapiens), O95398. Potency, µM (series often up to 154 µM), inactives show top-dose activation, hits mostly activators. EPAC1 agonist qHTS, biochemical assay; response scale: 100% = response to 6.5 mM cAMP; also: potency is read from the fitted curve at half-maximal effect; nearly all actives have a fitted effect of over 60% in size
#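 Nucleotide exchange by EPAC1 (100 nM) on Rap1B–BODIPY-GDP (250 nM) in the presence of 50 uM GDP is tracked fluorescently at 480/540 nm over 30 min. Signals are normalized to a 6.5 mM cAMP control.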
# IL-2 act – qHTS of IL-2 Activators | activation, % (series mostly up to about 46 µM) | 360,000 tested, 0.065% active | IL-2 activation reporter assay, cell-based qHTS; stimulated with anti-CD3/CD4/CD28 beads; in transgenic mouse T cells; in the data active = activation above about 50%; inconclusive = mostly about 30% to 49%; also: 0% is about no effect
#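 Screening format: compound pinned onto unstimulated transgenic mouse T cells, 60 min incubation, then anti-CD3/anti-CD4/anti-CD28 bead stimulation for 18 hours at 37 degrees C, followed by EGFP and DsRed detection.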
# Abeta rescue – qHTS for compounds that reverse cellular toxicity of Amyloid beta (A-beta) peptide in yeast: Primary Screen | AID 1347071, 2019 | 410,000 tested, 0.063% active | Potency, µM (highest dose often 46.1 µM), for the others: at the highest dose growth rescue, actives largely listed as activators | yeast expressing A-beta42, growth rescue, OD600, 48 h; response scale: 0% DMSO, 100% iron-clioquinol control; also: potency is read from the fitted curve at half-maximal effect; nearly all actives have a fitted effect of over 55% in size
#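 Growth rescue measured by 600 nm absorbance after 48 h yeast culture at 30 C with compound. Values normalized between DMSO and an equimolar ferric chloride plus clioquinol control.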
# PI5P4Ka inh – qHTS for Inhibitors of phosphatidylinositol 5-phosphate 4-kinase (PI5P4K); Phosphatidylinositol 5-phosphate 4-kinase type-2 alpha (Homo sapiens), P48426; PI5P4Kalpha enzyme, ADP-Glo luminescence, 60 min; active compounds read low; max response, %; 330,000 tested, 1.2% active; AID 652105, 2013; active = max response of -50% or lower; inconclusive = between -30% and -50%; inactive = -30% or higher; also: value at the top dose of about 77 µM; % is scaled to controls: 0 for no effect and ±100 for the full control effect
#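 Luminescence from ADP-Glo served as readout of PI5P4Kalpha activity in a qHTS format. Reaction: enzyme, substrate, compound, ATP at 5 microM final, 60 min at RT.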
# aSyn yeast inh – qHTS of alpha-syn Inhibitors; Yeast expressing alpha-synuclein, growth rescue, BacTiter-Glo, 24 h; Potency, µM (top dose mostly 46.1 µM), inactives show top-dose growth rescue (activation), usual class: activators; 370,000 tested, 0.14% active; AID 652106, 2013; also: potency is read from the fitted curve at half-maximal effect; % of control where 0% means no effect; nearly all actives have a fitted effect of over 65% in size
#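 Screening used galactose-induced yeast with toxic alpha-synuclein levels, exposed to compound for 24 hr at 30 deg C. Cell growth, read with BacTiter-Glo luminescence, gave the measured signal.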
# FUS suppressor – qHTS for Suppressors of FUS Proteinopathy: Primary screen using FUS-linked yeast assay. S. cerevisiae FUS-expressing, growth rescue, OD600, 24 h. Potency, µM (highest dose often 76.6 µM), inactives show at the highest dose growth rescue (activation), hits mostly activators. 390,000 tested, 0.24% active;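 also: potency is read from the fitted curve at half-maximal effect; plate controls were DMSO vehicle for no effect and reference control for full effect; nearly all actives have a fitted effect of over 55% in size; some results filed as inactive show a strong effect at the top dose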
#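 Quantitative HTS measuring growth restoration of FUS-toxic yeast. Galactose-induced cells (OD 0.005) were exposed 24hr at 30C to compounds at several concentrations, then absorbance at 600 nm was recorded.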
# PLK1 PBD inh – qHTS for Inhibitors of PLK1-PDB (polo-like kinase 1 - polo-box domain): Primary Screen; Serine/threonine-protein kinase PLK1 (Homo sapiens), P53350; Plk1 PBD binding of FITC phosphopeptide, fluorescence polarization; Potency, µM, for inactives: max response, negative = inhibition, actives largely listed as inhibitors; 360,000 tested, 2.8% active; AID 720504, 2013; also: potency is read from the fitted curve at half-maximal effect; series mostly up to about 57 µM; % is scaled to controls: 0 for no effect and ±100 for the full control effect; nearly all actives have a fitted effect of over 65% in size
# * marks the source's active call; other numbers are inactive results; u = inconclusive; x = no result given; [ ] = dose if it differs, or a comment. Unless noted, calls follow the shape of the dose curve; as a rule, active = well fitted curve in the direction sought with a large enough effect; inconclusive = small, poorly fitted or top-dose-only effect, or another doubt; inactive = no such curve, though single readings can be large; an effect the other way counts as inactive or inconclusive.
SMILES,WRN helicase inh,EPAC1 antagonist,EPAC1 ag,IL-2 act,Abeta rescue,PI5P4Ka inh,aSyn yeast inh,FUS suppressor,PLK1 PBD inh
C=CCNc1nc(Nc2ccc([N+](=O)[O-])cc2)nc(OCC)n1,6%,9%,0%,-2.8,-3%,-1,-8%,4%,-5%
CCCCC(CC)COC(=O)CCCCC(=O)OCC(CC)CCCC (configuration not stated),2%,-16%,2%,0.0,-9%,16,1%,-44%,-3%
O=C(Nc1ccc2oc(-c3ccc(F)cc3)nc2c1)c1ccccc1F,-4%,-17%,16%,0.7,-3%,2,-3%,13%,-7%
O=C(CNc1cccc(S(=O)(=O)N2CCCC2)c1)Nc1cccc(F)c1,-18%,-18%,-16%,-0.2,13%,8,-4%,11%,-1%
COC(=O)C1=C(C(C)=O)C(c2ccc(C(=O)OC)cc2)n2nnnc2N1 (configuration not stated),-7%,8%,-4%,-0.2,2%,-5,0%,-4%,-5%
CCCCN1C(=O)c2ccc(C(=O)Nc3cccc(C)c3C)cc2C1=O,-12%,-7%,-9%,-3.1,-4%,5,1%,x,-2%
COc1ccccc1N(CC(=O)NCC1CCCO1)C(=O)CNS(=O)(=O)c1ccccc1 (configuration not stated),-4%,-8%,12%,-1.9,-2%,2,1%,-11%,-5%
CN(CCN1CCOCC1)C(=O)CC1C(=O)NCCN1Cc1ccccc1F (configuration not stated),-22%,-18%,-20%,0.3,13%,-6,2%,10%,-10%
CCS(=O)(=O)C1=NSC2=NC(=O)/C(=C\c3cc(C)n(-c4cccc(OC)c4)c3C)C(=N)N21,-2%,1%,5%,-3.0,-1%,-20,0%,12%,u
CCCCCCCC(=O)OC(CN1CCCCCC1)CN1CCCC1=O (configuration not stated),-32%,4%,-7%,-0.7,4%,-3,-2%,-5%,-9%
CCOC(=O)N1CCN(c2cc(=O)n(-c3ccccc3Cl)c(=O)[nH]2)CC1,-4%,-16%,-16%,-0.2,1%,3,-4%,19%,-15%
COc1cccc(CNC(=S)Nc2cc(C)ccc2C)c1,-24%,-2%,6%,-1.3,u,1,4%,18%,-6%
Cc1cccc(OCC(=O)Nc2ccccc2N2CCN(C)CC2)c1,8%,-4%,6%,-2.1,-18%,-6,-1%,4%,-12%
CCOC(=O)C1=C(C)Nc2nc(C)nn2C1c1ccc(OC)c(OC)c1 (configuration not stated),-6%,3%,-7%,0.1,-22%,-2,-5%,-20%,-8%
COC(=O)CCC(=O)OC1(C)C(=O)C=C2C=C(C3CC3)N(CCc3ccccn3)C=C2C1=O (configuration not stated),4%,8%,-14%,-0.6,-14%,-7,-7%,6%,-15%
COc1ccc(N/C(C)=C2/C(=O)C(=O)N(CCO)C2c2ccc([N+](=O)[O-])cc2)cc1 (configuration not stated),-5%,-12%,2%,-0.1,-6%,3,1%,-2%,-10%
COc1ccc(NC(=O)CCN2C(=O)C3CC=C(Cl)CC3C2=O)cc1 (configuration not stated),3%,1%,-2%,1.5,9%,1,1%,x,-3%
N#CCCN(C(=S)NC(=O)C1CCCCC1)c1ccccc1F,-1%,6%,-8%,0.2,13%,0,-3%,14%,-18%
Cc1ccc(NC(=O)CN(C)C(=O)CCC(=O)N2CCOCC2)cc1,-1%,8%,-4%,-1.6,3%,-7,1%,-21%,-7%
c1cn2cc(-c3ccc(CN4CCOCC4)cc3)ccc2n1,4%,-16%,-8%,0.6,-15%,1,2%,-1%,3%
CCC(=O)Nc1ccc(/C(C)=N\NC(=O)c2ccc(C)s2)cc1,2%,13%,-2%,-0.9,-7%,-7,-17%,6%,-5%
O=C(COC(=O)C1(c2ccc(F)cc2)CCCC1)Nc1ncc(C(F)(F)F)cc1Cl,-15%,-16%,7%,-0.6,21%,8,8%,18%,-4%
Cc1cc(C(=O)COC(=O)c2n[nH]c3ccccc23)c(C)n1C,-2%,-11%,3%,0.0,-10%,-3,-4%,u,-6%
Cc1nnc(SC(C)C(=O)NC2CCCCC2)s1 (configuration not stated),7%,-4%,15%,0.1,1%,-1,6%,11%,-8%
Cc1cccc(NC(=O)CCCSc2nc3ccccc3[nH]2)c1,-4%,12%,-2%,-4.1,-6%,5,1%,8%,0%
O=C(NNC(=S)NC(=O)c1cn(-c2ccccc2)nc1-c1ccccc1)c1ccncc1,-10%,16%,-6%,1.2,-71%[inhibitor],-6,-14%,u,u
O=C1c2ccccc2C(=O)N1c1n[nH]c(CCc2ccccc2)n1,-14%,8%,3%,0.3,14%,x,1%,-16%,-1%
CCC/C(=N\NC(=O)CNC(=O)c1ccc(Cl)cc1)c1ccccc1,2%,-14%,2%,-1.3,0%,-12,6%,-11%,-5%
COc1ccc(S(=O)(=O)NCCOc2ccccc2)cc1F,0%,-24%,-4%,-3.8,-2%,-6,-1%,21%,-17%
CCOC(=O)C(C(=O)OCC)C(C[N+](=O)[O-])c1ccccc1 (configuration not stated),2%,-10%,1%,-1.2,4%,0,-4%,-17%,-9%
Cc1ccccc1C(=O)Nc1ccc(C(=O)N/N=C/c2ccc(O)cc2)cc1,-11%,2%,9%,-1.8,-5%,-12,-6%,13%,-2%
COc1cc(/C=C/C(=O)N2CCN(c3n[nH]c(=O)[nH]c3=O)CC2)cc(OC)c1OC,25%,-20%,-4%,0.2,-1%,1,-12%,6%,-8%
COC(=O)CN1C(=O)NC2(CCCc3ccccc32)C1=O (configuration not stated),0%,-26%,14%,-2.1,0%,-3,3%,-26%,-4%
Cc1ccc(CN2C3CCCC2CC(NC(=O)c2ccc(F)cc2)C3)cc1 (configuration not stated),11%,-4%,-7%,1.6,-2%,2,5%,29%,7%
COc1cc(CCC(=O)OCC(=O)Nc2ccc(C)cc2Cl)cc(OC)c1OC,1%,-5%,8%,0.5,6%,5,0%,17%,-10%
CCOc1ccc(N(CC(=O)Nc2ccccc2C)S(=O)(=O)c2c(C)noc2C)cc1,-6%,-9%,-8%,-2.9,21%,1,17%,-11%,0%
CCNc1nc(=S)nc(NC(C)C)[nH]1,8%,7%,3%,-0.9,-9%,-4,-3%,-18%,-14%
CCOC(=O)N1CCC(c2cc(=O)n3[nH]ccc3n2)CC1,1%,1%,-6%,-2.6,4%,8,2%,-16%,1%
COc1ccc(-c2nnc(SCC(=O)N3CCC(Cc4ccccc4)CC3)o2)cc1OC,-1%,-19%,5%,0.7,10%,x,1%,11%,-4%
CC(C)C(=O)Nc1ccc(C(=O)NNC(=O)CCc2ccccc2)cc1,-2%,-16%,2%,-1.0,3%,-1,0%,x,-4%

# Profiles, looked up by structure. Screens in order: WRN helicase inh, EPAC1 antagonist, EPAC1 ag, IL-2 act, Abeta rescue, PI5P4Ka inh, aSyn yeast inh, FUS suppressor, PLK1 PBD inh
# Profile of `O=C1c2ccccc2C(=O)N1c1n[nH]c(CCc2ccccc2)n1` : -14%, 8%, 3%, 0.3, 14%, x, 1%, -16%, -1%
# Profile of `O=C(Nc1ccc2oc(-c3ccc(F)cc3)nc2c1)c1ccccc1F` : -4%, -17%, 16%, 0.7, -3%, 2, -3%, 13%, -7%

# (continued)
SMILES,WRN helicase inh,EPAC1 antagonist,EPAC1 ag,IL-2 act,Abeta rescue,PI5P4Ka inh,aSyn yeast inh,FUS suppressor,PLK1 PBD inh
CC(=O)Nc1ccc(S(=O)(=O)NC(CC(=O)NCCCN2CCOCC2)C(C)C)cc1 (configuration not stated),-27%,-17%,13%,1.2,-2%,5,-1%,-1%,-8%
COc1ccc2c(c1)C1=NN(/C(C)=C/C(C)=O)C(c3ccc(F)cc3)C1CC2 (configuration not stated),-26%,-6%,10%,-4.0,-13%,-12,7%,x,2%
CC(C)(C)c1ccc(S(=O)(=O)NC(=O)C2(C)CCN2C(=O)Cc2ccc(Cl)cc2Cl)cc1 (configuration not stated),3%,-16%,-15%,-0.2,-6%,14,-49%[inhibitor],26%,-10%
CCOC(=O)C1(C)NC(c2ccco2)C2C(=O)N(CC)C(=O)C21 (configuration not stated),5%,-15%,1%,-1.1,3%,1,4%,-25%,3%
CC1(C)CC(=O)c2cnc(N3CCc4ccccc4C3)nc2C1,-4%,15%,2%,-1.9,6%,x,3%,-17%,1%
CC(C)(C)S(=O)N1Cc2cc(C(=O)O)nc(-c3cccc(-c4cc5ccccc5o4)c3)c2[C@H]1CCO (some centres not stated),-32%,-11%,4%,-0.5,-12%,u,-16%,2%,u
COc1cc(-c2coc3c(C(=O)NCc4ccc(C(F)(F)F)cc4)cccc23)ccc1O,-10%,-12%,1%,-0.7,2%,-4,22%,u,-9%
CCOC(=O)NC1C=CS(=O)(=O)C1 (configuration not stated),-8%,0%,2%,-0.1,9%,1,0%,-22%,-4%
Cc1ccc(C(=O)Nc2ccc3c(c2)OCCO3)cc1,-9%,-20%,3%,0.1,12%,-14,-11%,18%,-14%
CC(=O)N1CCc2cc(S(=O)(=O)CCC(=O)NCc3ccc(C)o3)ccc21,-8%,-4%,5%,0.2,-20%,-7,0%,-5%,-19%
COc1cc(NC(=O)c2ccc(N3CCCC3=O)cc2)cc(OC)c1,-1%,-3%,-2%,1.6,-13%,9,-5%,x,-3%
CN(c1ccccc1)c1nc2ccsc2c(=O)s1,2%,0%,8%,-0.1,-17%,-5,0%,10%,-10%
Nc1cc([N+](=O)[O-])ccc1O,u,-26%,-8%,-0.5,-9%,u,-11%,7%,-19%
